Screens from PubChem BioAssay.
NCI-60 one-dose screen, 48 h, at 10 µM unless noted. Numbers give growth in % (100 = growth as untreated, 0 = no growth, -100 = all killed).
SW-620 – SW-620 colon cancer. 5.2% of 82,000 active
SF-539 – SF-539 CNS cancer. AID 1794752. 6.8% of 81,000 active
SNB-75 – SNB-75 CNS cancer | 5% of 79,000 active
KM12 – KM12 colon cancer cells; 5% of 82,000 active; AID 1794800
HT29 – HT29 colon cancer | 7.4% of 81,000 active
HCC-2998 – HCC-2998 colon cancer; 4.7% of 79,000 active
SNB-19 – SNB-19 CNS cancer cells | AID 1794751 | 2.5% of 81,000 active
SF-295 – SF-295 CNS cancer cells; 5.6% of 79,000 active; AID 1794758
SF-268 – SF-268 CNS cancer cells; 3.1% of 82,000 active; AID 1794759
Numbers without * were called inactive; x = no result given; & = joins results of further samples. Rule for the calls: active = growth percent below 10; inactive = the rest. Not a hit list, and some 11% of all compounds hit somewhere here.

SMILES	SW-620	SF-539	SNB-75	KM12	HT29	HCC-2998	SNB-19	SF-295	SF-268
Cc1cc(=O)oc2cc(OCc3cn(CCNc4nc(-c5ccc(Br)cc5)cn5ccnc45)nn3)ccc12	88	104	88	59	85	101	88	93	70
COc1cc(/C=N/c2cc(C(C)(C)C)nn2-c2ccccc2)ccc1O	97	121	65	110	92	98	94	85	105
O=C1CSC(c2ccccc2)N1c1nnc(Cn2cnnc2)o1 (configuration not stated)	94	103	85	100	106	104	92	107	106
CCCCCN(CCCCC)C(=O)c1ccccc1	95	133	86	114	98	104	98	104	100
CCOC(=O)c1ccc(NC(=O)CSC(N)=O)cc1	103	96	149	111	126	105	91	101	110
COc1ccc(C/C(C)=C(\c2ccc(Cl)cc2)c2ccc(OCCN3CCCCCC3)cc2)cc1	58	91	x	74	16	83	85	100	88
CC(=O)C1C(=O)C(=O)N(c2ccc([N+](=O)[O-])cc2)C1=O (configuration not stated)	100	111	96	97	113	101	102	113	98
OC(c1ccccc1)C1(c2ccccc2)CCN(Cc2ccccc2)CC1 (configuration not stated)	103	108	74	97	88	104	104	97	102
CCN(CC)CCC(O)c1ccc(Cl)c2ccccc12 (configuration not stated)	78	104	94	101	110	105	114	100	103
CN(C)CCCNC(=S)Nc1ccc(/C=C/c2ccc(Cl)cc2)cc1	-42*	-69*	8.9*	-37*	-51*	-84*	-35*	-52*	0.3*
C=C(C)[C@@H]1CC[C@]2(COC(=O)c3ccco3)CC[C@]3(C)[C@H](CC[C@@H]4[C@@]5(C)CC[C@H](OC(=O)c6ccco6)C(C)(C)[C@@H]5CC[C@]43C)[C@@H]12	111	101	98	113	106	116	101	99	107
COc1ccc(/C=C2\Oc3cc(OCCN4CCC(Cc5ccccc5)CC4)ccc3C2=O)cc1OC	41	83	81	68	22	-2.7*	93	83	80
O=C1c2c(c3c4cccnc4[nH]c3c3[nH]c4ccccc4c23)C(=O)N1O	59	80	83	87	80	94	72	98	73
COC(=O)[C@H](CC(C)C)NC(=O)C1(C)CCC[C@]2(C)[C@H]3C[C@H]4C(C(C)C)=C[C@]3(CC[C@@H]12)[C@@H]1C(=O)OC(=O)[C@@H]14 (some centres not stated)	98	94	92	86	105	103	92	74	100
Clc1ccc(/C=C/c2ccc(Cl)cc2Cl)c(Cl)c1	97	105	107	98	83	100	104	113	103
COC(=O)c1ccc2c(c1)C(=O)N(Cc1ccccc1)C2=O	101	97	90	103	99	112	93	100	104
CC(=O)OCC(CCn1ccc(=O)[nH]c1=O)COC(C)=O	93	95	77	102	90	100	96	87	101
O=C(NC(=S)N1CCN(c2ncnc3c2cnn3-c2ccccc2)CC1)c1ccc(Br)cc1	82	-17*	7.9*	92	86	90	47	48	59
COc1cc(/C=N/Nc2ccc(F)cc2F)cc(OC)c1OC	75	96	109	47	70	100	94	88	70
CCCSC(SCCC)C1OC(c2ccccc2)OC2COC(c3ccccc3)OC21 (configuration not stated)	92	103	91	92	75	98	100	82	96
COc1ccc(-c2nnc(-c3ccc4ccccc4c3)o2)cc1	105	90	109	107	95	98	x	118	105
COc1ccc(-c2nc(SC)nc(N3CCOCC3)c2C#N)cc1	103	86	60	100	92	100	97	99	92
Cc1c2cnccc2c(C)c2c1oc1ccccc12	64	97	106	82	73	85	73	75	74
Oc1ccc(CSc2nnc(-c3ccncc3)o2)c2cccnc12	16	18	x	14	21	30	18	3.1*	26
Cc1ccc(/C=C2\SC(=S)N(CCC(=O)Nc3ncc(Cc4ccc(Cl)cc4)s3)C2=O)cc1	105	97	92	104	110	109	99	96	100
O=C(c1nc2ccccc2[nH]1)C1C(c2ccc([N+](=O)[O-])cc2)C2CC3CCCCC3N2[C@@]12C(=O)Nc1cc(Cl)ccc12 (some centres not stated)	32	40	27	29	18	32	28	17	41
COc1cc(C(=O)NC(=S)Nc2ccc3ccccc3c2)cc(OC)c1OC	74	93	92	95	100	99	107	45	103
CCCCCCc1nc2c(c(C)nn2-c2ccccc2)c2c1CCCCC2	101	105	105	108	100	106	100	103	105
CCOC(=O)C1=C2N=C(C)C=C(c3ccccc3)N2NC(=O)N1	108	99	122	104	112	105	103	105	104
O=C1CSC(=S)N1/N=C/c1ccc(OCc2ccccc2)cc1	101	106	97	96	108	105	97	98	109
COc1ccc(/C=C/c2nc(Nc3ccc(C(=O)/C=C/c4ccc(Cl)cc4)cc3)c3ccccc3n2)cc1	97	99	90	100	104	105	102	106	97
Cc1nc2ccccc2[nH]c1=S	106	99	83	100	114	114	101	104	101
CC(=O)C1=C(C)NC(NNC(=O)Nc2ccc(Br)cc2)=NC1c1ccc(Cl)cc1 (configuration not stated)	108	95	101	101	111	108	97	102	101
CCCc1c(C)[nH]c2ccc(Br)cc2c1=O	102	94	76	99	93	113	97	82	108
CC1(C)CC(N2CCOCC2)=CC(=S)N1	100	108	95	113	106	104	99	108	115
CC[C@@H](C)[C@H](NC[C@H](O)CN1C(=O)/C(=C\c2cc(OC)c(OC)c(OC)c2)c2ccccc21)C(=O)OC	108	99	82	84	100	107	93	102	90
O=C(NNCN1C(=O)c2ccccc2C1=O)c1ccccc1	113	104	90	104	105	103	109	x	107
O=C(O)c1cc(N=Nc2ccc(N=Nc3c(Nc4ccccc4)ccc4cc(S(=O)(=O)O)cc(O)c34)cc2)ccc1O	94	102	90	103	107	100	106	100	100
N#CCN1CCCC1	98	101	94	110	104	106	97	101	103
CCOc1ccccc1[C@H]1C(C(=O)c2ccc(Cl)cc2)C2(N[C@@H]1c1ccccc1)C(=O)Nc1ccccc12 (some centres not stated)	21	28	47	12	-0.2*	6.1*	27	9.8*	44
O=C(NN1C(=O)CSC1c1ccc(Cl)cc1)c1[nH]c2ccc(F)cc2c1-c1ccccc1 (configuration not stated)	78	79	59	45	19	6.7*	64	8.3*	65
CCC(=O)Nc1ccc(C(=O)c2ccccc2)cc1	107	118	97	113	94	113	100	107	100
Nc1c(C(=O)N/N=C/c2ccc(F)c(Oc3ccccc3)c2)cnn1CC(O)c1ccccc1 (configuration not stated)	89	80	102	60	66	94	85	75	76
COc1ccc(OC)c(-c2nc(SCC(=O)c3ccc(-c4ccccc4)cc3)[nH]c(=O)c2C#N)c1	97	99	99	101	108	104	103	102	93
Cn1c2ccccc2c2ssc(=S)c21	105	98	99	100	110	101	100	97	103

Two of these compounds in a different format.
| SMILES | SW-620 | SF-539 | SNB-75 | KM12 | HT29 | HCC-2998 | SNB-19 | SF-295 | SF-268 |
| --- | --- | --- | --- | --- | --- | --- | --- | --- | --- |
| O=C(NNCN1C(=O)c2ccccc2C1=O)c1ccccc1 | 113 | 104 | 90 | 104 | 105 | 103 | 109 | x | 107 |
| O=C(O)c1cc(N=Nc2ccc(N=Nc3c(Nc4ccccc4)ccc4cc(S(=O)(=O)O)cc(O)c34)cc2)ccc1O | 94 | 102 | 90 | 103 | 107 | 100 | 106 | 100 | 100 |

Reprinted at random: four entries already listed, in no set order.
SMILES	SW-620	SF-539	SNB-75	KM12	HT29	HCC-2998	SNB-19	SF-295	SF-268
O=C1CSC(=S)N1/N=C/c1ccc(OCc2ccccc2)cc1	101	106	97	96	108	105	97	98	109
O=C(NN1C(=O)CSC1c1ccc(Cl)cc1)c1[nH]c2ccc(F)cc2c1-c1ccccc1 (configuration not stated)	78	79	59	45	19	6.7*	64	8.3*	65
Cn1c2ccccc2c2ssc(=S)c21	105	98	99	100	110	101	100	97	103
O=C1c2c(c3c4cccnc4[nH]c3c3[nH]c4ccccc4c23)C(=O)N1O	59	80	83	87	80	94	72	98	73

The list continues.
SMILES	SW-620	SF-539	SNB-75	KM12	HT29	HCC-2998	SNB-19	SF-295	SF-268
O=C1c2ccccc2C(=O)c2cc(SC(=S)N3CCOCC3)c(Cl)cc21	129	105	95	115	112	108	100	104	103
CC(C)=CN1CCCCC1	106	106	99	103	102	113	99	103	108
O=C1/C(=C\c2cn(C(=O)c3ccc(Cl)cc3)c3ccccc23)c2ccccc2N1C(=O)c1ccc(Cl)cc1	93	67	54	24	70	x	98	102	78
CS/C(Nc1ccccc1)=C(\C#N)S(=O)(=O)c1ccccc1	112	x	117	115	117	106	104	109	109
CC(C)C(NC(=O)CN)C(=O)O (configuration not stated)	101&117	106&103	85&104	106&109	100&101	106&103	106	101&97	101&104
CS(=O)(=O)c1nccc(-c2c(-c3cccc(OCc4ccc(F)cc4)c3)nc3sccn23)n1	48	104	96	39	83	-16*	83	105	90
COc1ccc(C(=O)C2C(c3ccc(Br)cc3)C3CCCN3C23C(=O)c2ccccc2C3=O)cc1 (configuration not stated)	95	104	91	100	99	97	95	92	91
COc1ccc(-c2nc(SCC(=O)c3ccc(Cl)c(Cl)c3)[nH]c(=O)c2C#N)cc1	108	107	96	108	119	109	103	104	99
COc1cc(CNC(=O)/C=C/c2ccccc2)ccc1OCc1cn(-c2ccc([N+](=O)[O-])cc2)nn1	105	103	86	105	108	106	99	105	101
CC(=O)N1N=C(c2ccc(Nc3nc(Nc4ccc(F)cc4)nc(Nc4ccc(F)cc4)n3)cc2)CC1c1ccccc1 (configuration not stated)	96	110	80	89	96	94	77	132	86
CCO/C=N/C1=C(C#N)C(c2ccc(Cl)cc2)c2c(c3cc(Cl)ccc3[nH]c2=O)O1 (configuration not stated)	82	78	x	97	82	98	83	98	81
Cc1ccc(S(=O)(=O)NCCCNc2cc(-c3cn(C(C)(C)C)nc3-c3cccc(O)c3)ccn2)cc1	19	50	x	40	13	50	80	52	55
C#CC1(N2CCCCC2)CCCCC1	107	113	90	111	111	108	100	103	113
Cc1csc(C#Cc2cncc(O)c2)n1	113	108	139	125	110	107	112	121	131
C=C1C(=O)O[C@H]2[C@H]1CC/C(C=Nc1ccncc1N)=C\CC[C@@]1(C)O[C@@H]21	105	94	87	97	80	105	99	86	97

Taken from above.
Under SW-620, `O=C(NC(=S)N1CCN(c2ncnc3c2cnn3-c2ccccc2)CC1)c1ccc(Br)cc1` has the entry 82
Under SNB-75, `COc1ccc(/C=C/c2nc(Nc3ccc(C(=O)/C=C/c4ccc(Cl)cc4)cc3)c3ccccc3n2)cc1` has the entry 90
Under SNB-75, `COc1ccc(OC)c(-c2nc(SCC(=O)c3ccc(-c4ccccc4)cc3)[nH]c(=O)c2C#N)c1` has the entry 99

Returning to the listing with the 2 entries that preceded the break.
SMILES	SW-620	SF-539	SNB-75	KM12	HT29	HCC-2998	SNB-19	SF-295	SF-268
Cc1csc(C#Cc2cncc(O)c2)n1	113	108	139	125	110	107	112	121	131
C=C1C(=O)O[C@H]2[C@H]1CC/C(C=Nc1ccncc1N)=C\CC[C@@]1(C)O[C@@H]21	105	94	87	97	80	105	99	86	97
COc1ccc(C(=O)/C=C/c2ccc(Cl)cc2)cc1S(=O)(=O)NNC(=O)c1ccncc1	100	105	84	93	101	107	94	102	102
Cn1cc(-c2csc(-c3cn(CCN)c4ccc(Br)cc34)n2)c2cccnc21	21	82	73	72	47	98	74	100	78
CCN(CC)C(=S)SC1C(=O)c2cc(Cl)ccc2OC1c1ccc(Cl)cc1 (configuration not stated)	91	95	74	94	93	99	98	89	77
CC1(C)CC(=O)C(CC(=O)c2ccccc2)=C(NN=C(N)N)C1	102	101	82	103	108	107	109	135	106
O=C(NCCCN1CCCCC1)c1ccc(-c2nc3ccc4[nH]ncc4c3c3c2CCCC3)cc1	25	44	18	21	51	76	78	55	54
O=S(=O)(O)c1cc2onnc2c2ccccc12	100	106	82	117	100	104	106	x	111
O=S(=O)(Oc1ccc(-c2ccc3occc3c2)cc1)c1ccc(F)cc1	100	105	121	100	91	95	93	95	107
COc1cc(-c2nc(-c3nc4cc(C(=O)c5ccccc5)ccc4[nH]3)cc3c2[nH]c2ccccc23)cc(OC)c1OC	103	81	71	85	104	104	103	77	100
NC(N)=N/N=C/c1ccncc1	104	107	91	111	114	91	108	96	104
Cc1cc(C)cc(NC(=O)CSc2nnc(-c3ccc(NC(=O)c4cccnc4)cc3)o2)c1	47	42	78	102	110	115	82	108	106
CCCCCCCCCCCCNC(=O)COCc1ccccc1	99	96	77	104	94	99	94	99	103
CC(Cl)(CCl)CS(=O)(=O)c1ccc(Cl)cc1 (configuration not stated)	103	107	103	108	103	104	101	100	101
CN(C)c1ccc(/C=N/NC(=O)c2ccc(NC(=O)c3ccccn3)cc2)cc1	106	99	95	96	101	96	105	94	93
COC(=O)C[C@](O)(CCCC(C)(C)O)C(=O)O[C@@H]1C(OC)=C[C@]23CCC(=O)N2CCc2cc4c(cc2[C@H]13)OCO4	105	105	114	105	105	108	97	104	109
C/C(Cc1ccc(Cl)cc1)=C(/c1ccc(Cl)cc1)c1ccc(OCCN2CCCCCC2)cc1	58	96	91	70	45	86	96	99	96
O=[N+]([O-])c1cccc(Oc2ncccc2[N+](=O)[O-])c1	118	112	98	114	97	100	114	114	120
CNC(=O)c1cc(Oc2ccc(NC(=O)Nc3ccc(Cl)c(OC4CCCCC4)c3)c(F)c2)ccn1	63	60	51	26	48	83	41	20	61
CCOC(=O)n1cc(-c2nonc2-c2cn(C(=O)OCC)c3ccc(OC)cc23)c2cc(OC)ccc21	99	94	90	96	98	106	94	98	95
N=C(N)c1ccc(-c2ccc(-c3ccc4ccccc4c3)s2)s1	-71*	74	89	-27*	-60*	-69*	-40*	22	-6.9*
COc1cccc(NC(=O)Nc2ccc(Nc3ncnc4[nH]c(C)c(C)c34)cc2F)c1	107	72	86	106	111	136	87	101	100
CCCCC1COc2cccc3c2N1C=C/C3=C\C(=O)n1ccc2ccccc21 (configuration not stated)	46	97	14	68	44	101	85	81	95
